From PubChem
Tau fluor cs: counter-screen for tau fibril formation inhibitors. Potency, µM (series often up to 57.7 µM), for inactives: top-dose activity change, negative = decrease. tau K18 P301L Alexa594 fluorescence, heparin fibrillization. hit rate 0.93% among 280,000. AID 1463; also: % is scaled to controls: 0 for no effect and ±100 for the full control effect; nearly all actives have a fitted effect of over 55% in size
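Human K18 P301L tau (15 uM unlabeled plus 0.24 uM Alexa 594-labeled, final) in 100 mM sodium acetate pH 7 was mixed with compound and 20 uM heparin and incubated 6 hr at 37 C.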
TRb SRC2 PPI: inhibitors of human thyroid hormone receptor beta-SRC2 interaction; P10828; TRbeta-SRC2 peptide binding, fluorescence polarization; receptor liganded with 1 µM T3; Potency, µM (doses to about 106 µM), without a hit: at the highest dose activity change, negative = inhibition, actives largely listed as inhibitors; hit rate 0.065% among 280,000;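 also: plate controls were bound peptide for no effect and peptide without receptor for full effect; nearly all actives have a fitted effect of over 50% in size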
Target sequence (P10828 whole entry, looked up): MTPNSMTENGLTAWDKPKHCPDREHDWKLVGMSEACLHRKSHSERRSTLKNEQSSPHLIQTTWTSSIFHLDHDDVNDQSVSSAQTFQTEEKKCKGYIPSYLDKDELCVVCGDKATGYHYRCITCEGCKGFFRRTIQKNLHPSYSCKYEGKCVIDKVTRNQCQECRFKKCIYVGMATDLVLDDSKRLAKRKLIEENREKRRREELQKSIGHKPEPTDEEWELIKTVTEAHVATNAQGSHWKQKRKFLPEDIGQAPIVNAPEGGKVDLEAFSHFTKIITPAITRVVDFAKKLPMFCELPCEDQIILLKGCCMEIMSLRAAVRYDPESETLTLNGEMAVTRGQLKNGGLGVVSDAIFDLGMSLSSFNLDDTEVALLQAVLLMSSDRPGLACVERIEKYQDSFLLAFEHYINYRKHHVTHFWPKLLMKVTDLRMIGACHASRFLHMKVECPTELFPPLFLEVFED
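Compounds were added to 0.6 uM TRb ligand-binding domain and 20 nM Texas Red-labeled SRC2 peptide in Tris buffer containing 1 uM T3, incubated 5 hr at ambient temperature, then read by fluorescence polarization.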
L3MBTL1 block: L3MBTL1 (human) inhibition; Q9Y468; AlphaScreen L3MBTL1–H3K9me1 peptide binding; Potency, µM (titrated, usually from 57.1 µM), inactives show top-dose activity, negative = inhibition, actives largely listed as inhibitors; hit rate 0.66% among 230,000; also: % is scaled to controls: 0 for no effect and ±100 for the full control effect; nearly all actives have a fitted effect of over 60% in size
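AlphaScreen proximity signal between nickel-chelate acceptor and streptavidin donor beads (final 10 ug/mL) reports binding of 50 nM L3MBTL1 to 75 nM biotin-H3 K9me1 peptide; complex incubated with compounds 30 min at room temperature; cefsulodin titration as control.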
Tau fibril ThT: blocks human tau fibril formation measured by thioflavin T | P10636 | recombinant tau K18 P301L, heparin-induced fibrillization, ThT fluorescence | Potency, µM (titrated, usually from 57.4 µM), without a hit: at the highest dose activity, negative = inhibition, actives largely listed as inhibitors | hit rate 2.1% among 270,000; also: % is scaled to controls: 0 for no effect and ±100 for the full control effect; nearly all actives have a fitted effect of over 55% in size
Target sequence (P10636 561-689 P618L limits assumed): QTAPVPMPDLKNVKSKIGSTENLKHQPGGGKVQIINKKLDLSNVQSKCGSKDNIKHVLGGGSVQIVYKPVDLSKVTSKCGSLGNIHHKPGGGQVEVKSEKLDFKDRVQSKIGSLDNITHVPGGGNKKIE
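K18 P301L tau (15 uM + 0.24 uM Alexa 594-tagged), heparin 20 uM, NaOAc pH 7, 6 h 37 C; ThT 30 uM, 1 h RT, ex 450/em 510 nm.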
HTT cytoprotect: Huntington cell model cytoprotection by ATP luminescence | PC12 HTT-Q103 induced, cytoprotection, ATP luminescence, 40 h | Potency, µM (highest dose often 56.4 µM), for inactives: cytoprotection (ATP increase), most hits filed as activators | hit rate 0.14% among 230,000;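 also: % of control where 0% means no effect; nearly all actives have a fitted effect of over 45% in size; toxic huntingtin expression switched on by the ecdysone agonist tebufenozide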
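Rat PC12, Q103 Htt exon1-GFP fusion, ecdysone promoter; tebufenozide inducer 100 nM final; compound titration; qHTS, 1500 cells/well; ATPlite luminescent read.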
TR SRC2 fluor cs: counter-screen for TRb-SRC2 inhibitors: fluorescence interference. TRb/SRC2 Texas Red total fluorescence interference. hit rate 0.29% among 280,000. Potency, µM (titrated, usually from 106 µM), for the others: at the top dose fluorescence change, negative = quenching; active = well fitted curve in either direction with a large enough effect; inconclusive = small, poorly fitted or top-dose-only effect; also: % is scaled to controls: 0 for no effect and ±100 for the full control effect
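Human TRβ ligand-binding domain (0.6 uM) and Texas Red SRC2 peptide (20 nM) in Tris buffer with 1 uM T3 and 5% DMSO were incubated with pinned compound for 5 hr at ambient temperature. Total fluorescence was computed as S + 2P (555/632 nm).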
Tau FP inhib: inhibitors of human tau fibril formation. P10636. hit rate 0.39% among 280,000. K18 P301L tau heparin fibrillization, Alexa594 FP, 6 h. Potency, µM (highest dose often 57.7 µM), for the others: top-dose activity, negative = inhibition, usual class: inhibitors; also: % is scaled to controls: 0 for no effect and ±100 for the full control effect; nearly all actives have a fitted effect of over 55% in size
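Heparin (20 uM) drove fibril formation of recombinant tau K18 P301L, 15 uM unlabeled with 0.24 uM Alexa 594 label, for 6 hr at 37 C in 100 mM sodium acetate pH 7. Fluorescence polarization (555/632 nm) read 1 hr after 30 uM ThT.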
RECQ1 inh: inhibitors of human RECQ1 DNA helicase | RECQ1 DNA unwinding, red fluorescence kinetic read | P46063 | hit rate 0.54% among 240,000 | Potency, µM (highest dose often 57.3 µM), inactives show at the top dose activity, negative = inhibition, most hits filed as inhibitors;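 also: plate controls were vehicle for no effect and no enzyme for full effect; nearly all actives have a fitted effect of over 30% in size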
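50 nM RECQ1T1 preincubated 15 min with compound in Tris pH 8.0 buffer with MgCl2, DTT, Tween-20 and 2.5 ug/ml poly(dI-dC); started with 200 nM TAMRA/BHQ-2 forked duplex and 2 mM ATP. Unwinding read as fluorescence (525/598 nm), two reads 2 h apart.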
* = called active by the depositor; i = inactive; u = inconclusive; x = not tested or not shown; [ ] = remark or other dose. Unless noted, calls follow the shape of the dose curve; as a rule, active = well fitted curve in the direction sought with a large enough effect; inconclusive = small, poorly fitted or top-dose-only effect, or another doubt; inactive = no such curve, though single readings can be large; an effect the other way counts as inactive or inconclusive. Potency is read from the fitted curve at half-maximal effect.

SMILES	Tau fluor cs	TRb SRC2 PPI	L3MBTL1 block	Tau fibril ThT	HTT cytoprotect	TR SRC2 fluor cs	Tau FP inhib	RECQ1 inh
N#CC1(Cc2ccc(Cl)cc2)c2ccccc2C=CN1C(=O)c1ccccc1 (centres undefined)	-16%	-14%	x	5%	-22%	0%	-13%	i
COc1ccc(CC(=O)OCC(=O)Nc2cccc(Br)c2)cc1	u	6%	17%	u	18%[10 µM]	1%	u	i
COc1ccc(C2(C)NC(=O)N(CC(=O)NCCC3=CCCCC3)C2=O)cc1OC (centres undefined)	-5%	5%	x	-6%	2%	0%	3%	-13%
COc1cc(/C=N/NC(=O)CCN2CCCCC2)ccc1O	9%	1%	10%	4%	-25%	-2%	-11%	i
CN(c1ccccc1)S(=O)(=O)c1ccc(Cl)c(C(=O)Nc2ccc(N3CCOCC3)cc2)c1	-24%	-6%	-20%	-19%	x	2%	u	i
O=C(N1CCOCC1)N(CCN1CCOCC1)Cc1cccc2ccccc12	-5%	2%	x	-10%	3%	-4%	-1%	-13%
O=C(CSc1nnc(-c2ccco2)c(-c2ccco2)n1)c1ccccc1	8%[2.34 µM]	-6%	-2%	10%	35%[10 µM]	-4%	-7%	i
O=C(COC(=O)COc1cccc(Br)c1)Nc1c(Cl)cccc1Cl	-4%	-2%	6%	-2%	x	-7%	5%	4%
Cn1nnc(NC(=O)c2cccc([N+](=O)[O-])c2)n1	0%	1%	14%	-3%	20%[10 µM]	-2%	-2%	-1%
CC(=O)c1c(C)[nH]c(C(=O)NCCC2=CCCCC2)c1C	-14%	-11%	x	-12%	-30%	2%	1%	1%
NCC12CC3CC(C1)CC(c1ccc(Cl)cc1)(C3)C2	1%	8%	x	-11%	-7%	-1%	9%	-8%
COc1ccccc1NC(=S)NCc1ccccn1	-2%	5%	4%	-10%	10%[10 µM]	-3%	-1%	-2%
CCOC(=O)c1ccc(NC(=O)CSc2nnc(COc3ccccc3)n2C)cc1	-19%	-5%	x	u	-8%	-7%	u	2%
CC(C)(C)NC(=O)C(=O)NCc1ccccn1	8%	-8%	7%	6%	-9%	1%	7%	-1%
CS(=O)(=O)N(CC(=O)NCCSCc1ccco1)c1ccc(Cl)cc1	-3%	5%	-4%	-2%	10%[10 µM]	0%	3%	18%
COc1cccc(-n2c(SCC(=O)c3c[nH]c4ccccc34)nc3ccccc3c2=O)c1	u	0%	-1%	u	-4%[10 µM]	0%	u	-8%
C=CCC(C=C)S(=O)(=O)c1ccc(C)cc1 (centres undefined)	-7%	-15%	x	-4%	-4%	4%	3%	13%
CCCCC(=O)Nc1ccc2oc(-c3cccnc3)nc2c1	-2%	-15%	6%	-5%	-23%	0%	3%	i
CC1CCCCC1NC(=O)CN1CCN(Cc2ccccc2Cl)C1=O (centres undefined)	-10%	12%	5%	-9%	x	1%	2%	-3%
Cc1nc(NCc2ccco2)c2c(C)c(C)sc2n1	-9%	-8%	x	-9%	-23%	-3%	-4%	i
COc1ccc(S(=O)(=O)Cc2ccc(C(=O)NC3CCCCC3)o2)cc1	-21%	-24%	x	-16%	x	5.6µM*[quencher]	-3%	x
COc1ccccc1-c1nnc2n1N=C(c1ccc(O)c(O)c1)CS2	-13%	-6%	-29%	-12%	-89%[inhibitor]	-9%	3%	32µM*
Cc1ccccc1CNS(=O)(=O)c1ccccc1[N+](=O)[O-]	-14%	-4%	-4%	-4%	6%[10 µM]	1%	-1%	i
CN(C(=O)c1cccnc1)c1nnc(-c2cccnc2)s1	5%	4%	7%	5%	-3%	3%	1%	2%
CC(c1ccccc1)c1nnc(N)s1 (centres undefined)	-2%	1%	6%	-5%	-9%[10 µM]	-1%	2%	i
CCCCN=C1NN=C(c2cccc([N+](=O)[O-])c2)CS1	-15%	4%	-21%	u	-8%[10 µM]	-1%	-7%	i
CCCCOc1ccc(C(=O)NCCC(=O)NCCCC(=O)OCC)cc1	-2%	5%	-5%	-12%	6%[10 µM]	-6%	u	-1%
COc1ccc2cc(C(=O)Nc3c(C)n(C)n(-c4ccccc4)c3=O)sc(=O)c2c1OC	16%	2%	4%	6%	-10%[10 µM]	-1%	5%	i
Cc1cccc(OCC(=O)Nc2cccc(C(=O)Nc3ccccc3C(=O)O)c2)c1	10%	3%	-16%	10%	8%[10 µM]	-7%	3%	5%
CCC(C)NC(=O)c1cn(-c2cccc(C)n2)cn1 (centres undefined)	3%	-4%	3%	-2%	1%	1%	0%	-10%

Arranged by formula weight (descending): some entries from above
SMILES	Tau fluor cs	TRb SRC2 PPI	L3MBTL1 block	Tau fibril ThT	HTT cytoprotect	TR SRC2 fluor cs	Tau FP inhib	RECQ1 inh
COc1cccc(-n2c(SCC(=O)c3c[nH]c4ccccc34)nc3ccccc3c2=O)c1	u	0%	-1%	u	-4%[10 µM]	0%	u	-8%
O=C(COC(=O)COc1cccc(Br)c1)Nc1c(Cl)cccc1Cl	-4%	-2%	6%	-2%	x	-7%	5%	4%
COc1ccc(C2(C)NC(=O)N(CC(=O)NCCC3=CCCCC3)C2=O)cc1OC (centres undefined)	-5%	5%	x	-6%	2%	0%	3%	-13%
O=C(N1CCOCC1)N(CCN1CCOCC1)Cc1cccc2ccccc12	-5%	2%	x	-10%	3%	-4%	-1%	-13%
CCCCOc1ccc(C(=O)NCCC(=O)NCCCC(=O)OCC)cc1	-2%	5%	-5%	-12%	6%[10 µM]	-6%	u	-1%
COc1ccc(S(=O)(=O)Cc2ccc(C(=O)NC3CCCCC3)o2)cc1	-21%	-24%	x	-16%	x	5.6µM*[quencher]	-3%	x
CC1CCCCC1NC(=O)CN1CCN(Cc2ccccc2Cl)C1=O (centres undefined)	-10%	12%	5%	-9%	x	1%	2%	-3%
CC(=O)c1c(C)[nH]c(C(=O)NCCC2=CCCCC2)c1C	-14%	-11%	x	-12%	-30%	2%	1%	1%
COc1ccccc1NC(=S)NCc1ccccn1	-2%	5%	4%	-10%	10%[10 µM]	-3%	-1%	-2%
C=CCC(C=C)S(=O)(=O)c1ccc(C)cc1 (centres undefined)	-7%	-15%	x	-4%	-4%	4%	3%	13%
CC(C)(C)NC(=O)C(=O)NCc1ccccn1	8%	-8%	7%	6%	-9%	1%	7%	-1%

Other results follow:
SMILES	Tau fluor cs	TRb SRC2 PPI	L3MBTL1 block	Tau fibril ThT	HTT cytoprotect	TR SRC2 fluor cs	Tau FP inhib	RECQ1 inh
O=[N+]([O-])c1cccc2c(Cl)ccnc12	-3%	-3%	-1%	-8%	u	1%	-10%[2.34 µM]	i
CN1CCN(c2ncc3c(n2)CCN(Cc2cc(Br)cs2)C3)CC1	-11%	-6%	x	u	x	-1%	2%	x
Cc1nnc(N2CCC(C(=O)NC3CCCCC3)CC2)c2nn(-c3ccccc3)c(C)c12	3%	-5%	x	6%	x	-1%	3%	x
CCOC(=O)NC(=O)CSc1nc(C)cc(C)c1C#N	1%	-5%	0%	-6%	-18%	-4%	4%	i
O=C(Nc1ccc(Cl)cc1)c1cnc(-c2ccccc2)nc1-c1ccccc1	-17%	0%	-3%	4%	-26%	-6%	-10%	-11%
CC1(C)C(=O)OC(C(=O)c2ccc(C(C)(C)C)cc2)C(C)(C)C1=O (centres undefined)	-15%	5%	x	4%	-22%	1%	-11%	-11%
Cc1ccc(NCc2nnc(SCC(=O)NCc3ccco3)n2CC2CCCO2)cc1Cl (centres undefined)	-4%	-8%	-5%	-2%	6%[10 µM]	-1%	2%	-4%
COc1ccccc1C(=O)Nc1onc(C)c1C#N	5%	-11%	-1%	0%	-36%[inhibitor]	-4%	-5%	i
CCC(CC)C(=O)NCCc1ccc(F)cc1	2%	-16%	x	-1%	-8%	1%	4%	i
C#CCOCCOCCOCCNc1nc(N2CCN(C(=O)[C@H]([C@@H](C)O)n3cc(CCCCN)nn3)CC2)nc(N2CCN(C(=O)[C@H](Cc3ccc(O)cc3)n3cc(CCO)nn3)CC2)n1	-14%	0%	8%	-10%	x	0%	8%	i
Cc1c(NC(=O)COc2ncnc3c(Cl)cc(Cl)cc23)c(=O)n(-c2ccccc2)n1C	-2%	-9%	0%	-7%	-14%	-1%	-4%	-1%
Cc1ccc(C2(CCNCc3ccco3)CCOC(C(C)C)C2)cc1 (centres undefined)	0%	-2%	x	x	2%[10 µM]	5%	7%	-2%
CC(C)NC(=O)COc1ccc(/C=N/NS(=O)(=O)c2ccccc2)cc1	u	6%	7%	-9%	-15%	-2%	u	i
COc1ccc2c(c1)NC(c1ccc(F)cc1)=NC(c1ccc(F)cc1)=N2	u	3%	x	u	x	0%	2%	x
CCN1CCN(c2nc(Nc3ccc(OC)cc3)nc(N)c2[N+](=O)[O-])CC1	-7%	-2%	-18%	u	23%[10 µM]	-1%	4%	-10%
CCc1ccc(NC(=O)C2CCCN(c3nn4cc(-c5ccc(OC)cc5)nc4s3)C2)cc1 (centres undefined)	u	1%	x	u	x	7%	8%	x
CC1CCN(S(=O)(=O)c2ccc3c(c2)N(CC(=O)NC(C)C)C(=O)CS3)CC1	-3%	4%	x	-1%	x	-17%	5%	x
CCN(c1ccccc1)S(=O)(=O)c1ccc(NC(=S)NC(=O)c2ccc(Br)o2)cc1	u	0%	-2%	3%	-29%	-3%	u	-17%
Cc1ccc(N2C(=O)CSC23C(=O)N(Cc2ccccc2F)c2ccccc23)cc1F (centres undefined)	-2%	1%	x	1%	x	-1%	-4%	x

These rows are one share of the data; rates above refer to the full screens.
